# Screening data deposited in PubChem by IUPUI and University of Michigan.
# ST2 IL33 inh – inhibitors of human ST2 (IL1RL1) binding to IL-33, primary screen, biochemical, AlphaLISA; Interleukin-1 receptor-like 1 (Homo sapiens), Q01638; AlphaLISA ST2-Fc/biotin-IL-33 interaction, 1 h; inhibition, % for hits at 17 µM; actives 2.3% (n = 78,000); in the data active = inhibition above about 30%; inconclusive = mostly about 10% to 28%
# Target sequence (Q01638 whole entry, looked up): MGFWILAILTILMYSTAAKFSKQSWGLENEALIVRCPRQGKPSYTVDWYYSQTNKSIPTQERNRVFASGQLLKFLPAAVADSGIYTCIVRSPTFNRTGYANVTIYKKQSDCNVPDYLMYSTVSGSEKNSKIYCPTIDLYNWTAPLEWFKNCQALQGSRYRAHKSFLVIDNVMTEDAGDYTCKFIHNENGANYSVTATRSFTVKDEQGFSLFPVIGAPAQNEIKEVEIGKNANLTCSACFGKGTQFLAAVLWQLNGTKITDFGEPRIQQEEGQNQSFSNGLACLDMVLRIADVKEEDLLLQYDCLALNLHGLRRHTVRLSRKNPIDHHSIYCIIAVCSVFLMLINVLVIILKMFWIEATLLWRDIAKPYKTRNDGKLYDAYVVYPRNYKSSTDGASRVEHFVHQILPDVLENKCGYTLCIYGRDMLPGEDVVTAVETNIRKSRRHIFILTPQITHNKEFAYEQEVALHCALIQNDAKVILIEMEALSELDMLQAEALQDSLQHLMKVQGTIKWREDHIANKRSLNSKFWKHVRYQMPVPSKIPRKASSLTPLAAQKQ
# Active calls of the source: *; i = inactive; ? = inconclusive.
SMILES,ST2 IL33 inh
N#Cc1c(N=CN2CCCCC2)sc2c1CCCCC2,35%*
O=C(NCCc1nc2cccnc2n1C1CCCCC1)NCC1CCCO1 (stereo not given),?
CC(c1ccc(-c2[nH]cnc2-c2ccccc2)cc1)N(C)C (stereo not given),i
CCCc1nnc([C@H]2CCN(CC(C)(C)C)C2)o1,i
O=C(O)c1ccc(Cl)cc1N=Cc1nc(-c2ccc(Br)cc2)oc1O,i
CCOc1ccc(N2C(=O)S/C(=C\c3ccc(C)o3)C2=O)cc1,34%*
Cc1ccccc1NS(=O)(=O)c1ccc(Br)s1,i
COc1ccc2c(c1)c(C(=O)CN1CCCCC1)c(C)n2C,?
CNCC1OCCc2ccccc21 (stereo not given),i
O=C(NCC1COc2ccccc2O1)C1C2C=CC3(CN(Cc4cccs4)C(=O)C13)O2 (stereo not given),i
CCn1nc(CO)c2c1CCN(Cc1cc3n(n1)CCCNC3)C2,i
O=C1OC(c2cccc([N+](=O)[O-])c2)=N/C1=C\C=C\c1ccccc1,?
Cc1ccccc1-c1nc(CSCC(=O)NC2CC2)c(C)o1,i
COc1ccc(S(=O)(=O)Nc2ccc3n(c2=O)C[C@H]2C[C@@H]3CN(C(=O)COc3ccccc3)C2)cc1,i
N#C/C(=C\c1ccc([N+](=O)[O-])cc1)c1nc(-c2ccc(Br)cc2)cs1,?
CCn1c(=NC(=O)CSCC(=O)N2CCN(c3ccccc3)CC2)sc2cc(F)ccc21,?
CC1(C)CC(=O)C2=C(C1)Nc1nc(SCc3ccccc3)[nH]c(=O)c1C2c1cccc(O)c1 (stereo not given),i
C/C(=C\c1ccccc1)C1CC(=O)Nc2cc(O)c(C)cc21 (stereo not given),?
Cn1cc(CN(Cc2ccc(CO)o2)C2CC2)cn1,i
O=S(=O)(Nc1ccc(S(=O)(=O)Nc2ccc(Cl)cc2)cc1)c1ccccc1,i
CCC(CC)C(=O)Nc1ccc([C@@H](O)[C@H]2COCC(=O)N2CC)cc1,?
CCOC(=O)C1(Cc2ccccc2)CCCNC1 (stereo not given),i
NC(=O)c1cc(-c2ccccc2)sc1NC(=O)c1ccc(OC(F)F)cc1,i
O=C1CCCc2c1nc(-c1cccc([N+](=O)[O-])c1)n2O,i

# Looked up by compound from above:
SMILES,ST2 IL33 inh
N#Cc1c(N=CN2CCCCC2)sc2c1CCCCC2,35%*
CCCc1nnc([C@H]2CCN(CC(C)(C)C)C2)o1,i

# Going on with the list.
SMILES,ST2 IL33 inh
O=C(NCc1cccs1)c1noc2c1CCCC2,i
COc1ccc(/C=C2\N=C(c3cc([N+](=O)[O-])ccc3Cl)OC2=O)cc1Br,i
Cc1ccc(CN2CCCCC2CO)c(C)c1 (stereo not given),i
CCC(C)NC(=O)c1cc(=O)[nH]c2ccc(S(=O)(=O)N3CCOCC3)cc12 (stereo not given),i
CC1CCCCC1NS(=O)(=O)c1cccc2cccnc12 (stereo not given),i
CCCOc1ccc(OCCSc2nc3ncnc(N)c3[nH]2)cc1,i
Cc1cc(C)c2c(=O)[nH]c(SCC(=O)c3cccs3)nc2n1,i
C[C@](N)(Cc1ccc(O)cc1)C(=O)O,i
Cc1ccc(S(=O)(=O)c2ccc(O)c(O)c2)cc1,i
O[C@@H]1C[C@@H](c2nc(-c3ccncc3)no2)N(Cc2ccc(-c3ccccn3)cc2)C1,33%*
COCC(=O)N1CCCN(Cc2nn(C)c3cccc(Cl)c23)CC1,i
CC1(C)CC(CC(=O)NN)(c2ccccc2)CCO1 (stereo not given),i
CC(C)=CCCC12CCC(CO)(CO1)C(C)C2 (stereo not given),i
CCOC(=O)N1CCC(NC(=O)C2CCC(=O)N(C3CCCCCC3)C2)CC1 (stereo not given),i
COc1ccc(-c2noc(CN3CCC(OCc4ccccn4)CC3)n2)c(OC)c1OC,?
Cc1nc2ccccc2nc1-c1ccc([N+](=O)[O-])cc1,i
Fc1ccccc1CN1CCSCC1,i
COc1ccc(-c2cc(N3CCN(S(=O)(=O)c4ccc(F)cc4)CC3)ncn2)cc1,i
COc1cc2c(cc1O)CC[C@@H]1[C@@H]2CC[C@]2(C)[C@@H](O)CC[C@@H]12,?
CN(C)c1nc(Oc2ccc(C=O)cc2)nc(N(C)C)n1,i
O=[N+]([O-])c1ccc(N2CCCC2)cc1Sc1nnnn1-c1ccccc1,?
Cc1ccc(S(=O)(=O)NCC(=O)N2CCC(C)CC2)cc1,?
COc1ccccc1CNc1ccc2c(c1)ncn2C1CCCCC1,33%*
CC(C)=CCc1c2c(c(O)c3c1OC1Oc4cc(O)ccc4C1(O)C3=O)C=CC(C)(C)O2 (stereo not given),?
CC1(C)CC(=O)C2=C(C1)OC(N)=C(C#N)C2c1ccc(Br)s1 (stereo not given),i
CC(=O)Nc1ccc(NS(=O)(=O)c2ccc(NC(C)=O)cc2)cc1,i
O=C(NCc1ccc(F)cc1)c1ccc(Cn2c(=O)[nH]c3ccsc3c2=O)cc1,i
COc1cccc2sc(N3CCc4ccccc4C3)nc12,i
Cc1ccc(CNC(=O)CSc2c3c(nc4cc(Cl)ccc24)CCCC3)o1,?
CCN(CC)C(=O)CCC(=O)Nc1ccc2nc(N3CCN(C)CC3)cc(C)c2c1,?
CC(C)(C)n1cnc2cc(NCc3ccncc3)ccc21,i
C=CCN1C(=O)CSc2ccc(C(=O)NCc3ccc(F)cc3)cc21,i
CC(=O)N1CCc2cc(Br)cc(S(=O)(=O)CCC(=O)NCCC(C)C)c21,i
O=C(Nc1cccc(F)c1)Nc1ccc(=O)n2c1[C@@H]1C[C@@H](CN(C(=O)COc3ccccc3)C1)C2,i
O=C(Cc1ccccc1)N1CCOCC1,i
O=C(Nc1cccc2nsnc12)c1cncc(Br)c1,i
CC(NC(=O)C(=O)NCc1cccs1)c1ccccc1 (stereo not given),?
O=S(=O)(NCCN1CCOCC1)c1cc(Cl)c(Cl)cc1Cl,i
Cc1cc(NC(=O)/C=C\c2ccccc2)nc2c1c(=O)oc1ccccc12,?
CCCCN(C)S(=O)(=O)c1ccc(C(=O)Nc2nnc(-c3cc(OC)cc(OC)c3)o2)cc1,i
O=C1OC(c2ccccc2Cl)=N/C1=C\c1ccccc1,?
O=S(=O)(N[C@H]1CO[C@H]2[C@@H]1OC[C@@H]2n1nnnc1-c1ccc2c(c1)OCO2)c1ccc2ccccc2c1,?
CC(C)C[C@H]1CN(C(=O)CCC(=O)Nc2nncs2)CC[C@@]1(C)O,i
COc1ccccc1NCN1C(=O)C2CCC(C)CC2C1=O (stereo not given),i
O=C(c1ccc2c(c1)OCO2)C1CCCN(C(=O)Cn2c(=O)oc3ccccc32)C1 (stereo not given),i
O=C1CC(Nc2ccccc2)C(=O)N1c1ccc(Br)cc1 (stereo not given),i
O=C(CCCn1c(=O)[nH]c2ccsc2c1=O)N1CCC(Cc2ccccc2)CC1,i
COc1cc(C2C(C#N)=C(N)OC(C)=C2C(C)=O)ccc1O (stereo not given),?

# 21 entries from above, as tab-separated lines:
SMILES	ST2 IL33 inh
N#Cc1c(N=CN2CCCCC2)sc2c1CCCCC2	35%*
O=C(NCCc1nc2cccnc2n1C1CCCCC1)NCC1CCCO1 (stereo not given)	?
CC(c1ccc(-c2[nH]cnc2-c2ccccc2)cc1)N(C)C (stereo not given)	i
CCCc1nnc([C@H]2CCN(CC(C)(C)C)C2)o1	i
O=C(O)c1ccc(Cl)cc1N=Cc1nc(-c2ccc(Br)cc2)oc1O	i
CCOc1ccc(N2C(=O)S/C(=C\c3ccc(C)o3)C2=O)cc1	34%*
Cc1ccccc1NS(=O)(=O)c1ccc(Br)s1	i
COc1ccc2c(c1)c(C(=O)CN1CCCCC1)c(C)n2C	?
CNCC1OCCc2ccccc21 (stereo not given)	i
O=C(NCC1COc2ccccc2O1)C1C2C=CC3(CN(Cc4cccs4)C(=O)C13)O2 (stereo not given)	i
CCn1nc(CO)c2c1CCN(Cc1cc3n(n1)CCCNC3)C2	i
O=C1OC(c2cccc([N+](=O)[O-])c2)=N/C1=C\C=C\c1ccccc1	?
Cc1ccccc1-c1nc(CSCC(=O)NC2CC2)c(C)o1	i
COc1ccc(S(=O)(=O)Nc2ccc3n(c2=O)C[C@H]2C[C@@H]3CN(C(=O)COc3ccccc3)C2)cc1	i
N#C/C(=C\c1ccc([N+](=O)[O-])cc1)c1nc(-c2ccc(Br)cc2)cs1	?
CCn1c(=NC(=O)CSCC(=O)N2CCN(c3ccccc3)CC2)sc2cc(F)ccc21	?
CC1(C)CC(=O)C2=C(C1)Nc1nc(SCc3ccccc3)[nH]c(=O)c1C2c1cccc(O)c1 (stereo not given)	i
C/C(=C\c1ccccc1)C1CC(=O)Nc2cc(O)c(C)cc21 (stereo not given)	?
Cn1cc(CN(Cc2ccc(CO)o2)C2CC2)cn1	i
O=S(=O)(Nc1ccc(S(=O)(=O)Nc2ccc(Cl)cc2)cc1)c1ccccc1	i
CCC(CC)C(=O)Nc1ccc([C@@H](O)[C@H]2COCC(=O)N2CC)cc1	?

# The list continues.
SMILES,ST2 IL33 inh
O=C(c1cccc(F)c1)N1CCN(c2cc(N3CCCCC3)c(F)cc2[N+](=O)[O-])CC1,?
O=C(CSc1nc2ccccc2s1)NC1=NN=C(c2ccccc2)CS1,?
Cn1c(Cc2ccccc2)nnc1SCc1nc2ccccc2[nH]1,i
CC(C)Cc1cc(C(=O)Nc2ccc(F)c(Cl)c2)no1,i
O=C(CCN1CCCCO1)NCc1ccc2c(c1)OCCCO2,i
COc1ccc(-c2cc(C(=O)Nc3ccccn3)c3ccccc3n2)cc1OC,i
CCc1ccc2nc(N3CCC(C(=O)NCC4CCCO4)CC3)sc2c1 (stereo not given),i
Cc1cc(C=O)c(C)n1-c1ccc(Cl)c(C(=O)O)c1,i
COC(=O)C1C(=O)C2=C(CC1C)NC(C)=C(C(=O)OC(C)C)C2c1cccs1 (stereo not given),i
C=CCc1cccc(C)c1OCCCn1ccnc1,i
COc1ccc(NC(=O)C(=O)NCCC2=CCCCC2)c(OC)c1,i
O=C1SC(Nc2ccc(I)cc2)C(=O)N1c1ccccc1 (stereo not given),i
O=C(Nc1c2c(nn1-c1ccc(F)cc1)CS(=O)C2)C1(c2ccc(Cl)cc2)CCCC1 (stereo not given),i
NC(=O)CSc1nc2sc3c(c2c(=O)n1CCc1ccccc1)CCC3,i
Cc1ccc(-c2ccnc(N3[C@@H]4CC[C@H]3CNC(=O)C4)n2)c(C)n1,?
CC1CCCN(c2nc3c(c(=O)n(C)c(=O)n3C)n2CCSc2nc3ccccc3o2)C1 (stereo not given),i
CCCC1OCC2(COC(=O)c3ccccc3)C(C)C=C(C)C1C2C (stereo not given),?
Cc1cc(Cl)ccc1OC(C)C(=O)Nc1c(Cl)cccc1Cl (stereo not given),i
OCc1ccc(-c2nccn2CCn2cccn2)o1,?
CC(C)CN1C(=O)N(Cc2ccccn2)C(=O)C12CCN(Cc1ccc3c(c1)Cc1ccccc1-3)CC2,?
CCOC(=O)c1sc2ccccc2c1NC(=O)c1coc2ccccc2c1=O,?
O=S(=O)(NCCC1=CCCCC1)c1cccc2cccnc12,i
O=c1[nH]nc(CSc2ccc([N+](=O)[O-])cc2)[nH]1,i
COc1cccc(-n2c(SCC(=O)N3CCCCC3)nc3c([nH]c4ccccc43)c2=O)c1,?
COc1ccc(OC)c(NC(=O)CN2C(=O)CC(c3ccccc3)=Nc3ccccc32)c1,i
CC(=O)N1CCC(N(CCCOC(C)C)S(=O)(=O)c2ccc(C(C)(C)C)cc2)CC1,i
Cc1cc(C)n(C2CCN(c3ncnc4c3CCN(C(=O)C3CC3)C4)C2)n1 (stereo not given),i
Cc1ccsc1C(=O)N(C)CC1CCN(CCc2cccc(C(F)(F)F)c2)CC1,i
COc1cc2c(cc1C1CC(=O)Nc3c1c(-c1cccnc1)nn3C)CCC2 (stereo not given),i
Cc1n[nH]c(C)c1S(=O)(=O)N1CCN(c2cccc(Cl)c2)CC1,i
COc1ccccc1C1SCCN1S(=O)(=O)c1cccc(C(F)(F)F)c1 (stereo not given),i
CCc1c(O)cc(OC)c2c1O[C@H](C)CC2=O,i
Cc1ccc(NC(=O)c2sc3nc[nH]c(=O)c3c2C)c(C)c1,i
CCN1CCCC1CNS(=O)(=O)c1ccc2c(c1)CCN2C(=O)C1CC1 (stereo not given),i
CC(c1ccccc1)N1C(=O)c2ccccc2C1C(=O)NC1CCCCC1 (stereo not given),i
CN1CCCN(CC(=O)N2CCN(CC3CCCO3)CC2)CC1 (stereo not given),i
Cc1ccc2nc(NC(=O)c3ccc(NC(=O)C4CCCO4)cc3)sc2c1 (stereo not given),i
CC(C)NC(=O)[C@@H]1C[C@@H](N)CN1Cc1cccn1-c1ccccn1,i
O=c1[nH]c2ccccc2n1CCCN1CCN(C(c2ccccc2)c2ccccc2)CC1,?
Cc1ccc(C2C(C#N)C(=O)NC(=O)C2[n+]2ccccc2)cc1 (stereo not given),?
CCSc1nnc(NC(=O)CN2C[C@H](O)[C@@H](N3CCCC3)C2)s1,i
CCC(CC)C(=O)NC1CC(=O)N(c2cccc(OC)c2)C1 (stereo not given),?
COc1cc(C(=O)NC(C)C(=O)O)cc(OC)c1OC (stereo not given),i
Cc1cccn2c(=O)c3cc(C(=O)NC4CCCC4)c(=N)n(C(C)C)c3nc12,?
COc1ccccc1CCC(=O)Nc1ccc2c(c1)CN(C(=O)Cc1ccn(C)c1)CC2,?
CCCCc1cc(C[C@H]2CNCC[C@H]2CC(=O)N2CCN(C(C)=O)CC2)no1,43%*
CC(C)NC(=O)CN1C(=O)CSc2ccc(S(=O)(=O)N(C)C3CCCCC3)cc21,i
Cc1ccc(-c2cc(-c3ccccc3)nc(NN)n2)cc1,i
O=C(C[n+]1cccc(CO)c1)Nc1nccs1,i
COc1ccccc1N1C(=O)C2C(C(C)=O)=NN(c3ccccc3)C2C1=O (stereo not given),i
COc1ccccc1C1NC(=O)NC(C)=C1C(=O)OCCSC (stereo not given),i
OCc1ccccc1-n1ncc2cccnc21,i
CCc1ccccc1NS(=O)(=O)c1ccc(CC(C)C)cc1,i
Cc1ccc2nsnc2c1NC(=O)c1cc(Br)ccc1Cl,i
Clc1cc(Br)ccc1OCCCCN1CCCC1,i
O=C(Nc1c2c(nn1-c1ccc(F)cc1)CS(=O)C2)c1ccc(F)cc1 (stereo not given),i
Cc1cc(C)n(-c2cc(N3CCN(C(=O)c4cccs4)CC3)ccc2[N+](=O)[O-])n1,?
CCCCSc1nc2c(c(=O)[nH]1)CCC2,i
CCOC(=O)c1c(C)n(-c2ccc(C)cc2C)c2ccc(O)cc12,i
Nc1ccc(S(=O)(=O)NCc2ccccn2)cc1,?

# An excerpt (hit frequency here may not be typical).
